UBC13 inh – blocks human UBC13 polyubiquitin chain formation | P61088 | TR-FRET | inhibition, % at 20 µM | 0.47% of 330,000 active | AID 485273; in the data active = inhibition above about 45%, passing the limit was not always enough
Target sequence (P61088 whole entry, looked up): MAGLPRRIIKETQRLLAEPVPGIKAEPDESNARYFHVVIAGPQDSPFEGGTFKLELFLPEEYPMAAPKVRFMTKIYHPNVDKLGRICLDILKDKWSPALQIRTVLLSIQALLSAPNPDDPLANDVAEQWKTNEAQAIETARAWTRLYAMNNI
APJ ag – agonists of human APJ apelin receptor | P35414 | CHO-K1 APJ PathHunter beta-arrestin, luminescence; 0% DMSO wells, 100% apelin | activation, % at 20 µM | 0.11% of 330,000 active;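 active = activation more than six SD over the plate average, tested at 20 µM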;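 also: 0% = DMSO alone and 100% = apelin-13 at 10 nM; some results filed as inactive read as strong as hits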
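Assay system: CHO-K1 APJ beta-arrestin complementation cell line / Compound: single test compound dose, 20 µM final, 1% DMSO / Times: overnight seeding, 90 min compound at 25 °C, 1 h detection / Technique: beta-gal luminescence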
CCR6 antagonist – CCR6 (human) receptor antagonism; CHO-K1 CCR6 PathHunter beta-arrestin, luminescence, CCL20-stimulated; inhibition, % at 20 µM; 0.49% of 340,000 active; AID 493098;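 active = compounds whose inhibition of the agonist-driven luminescence signal at 20 µM reaches about 50%, limit read from the data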;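 also: cells stimulated with CCL20 at 14 nM final; plate controls were DMSO with CCL20 for no effect and DMSO without agonist for full effect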
Target sequence (P51684 whole entry, looked up): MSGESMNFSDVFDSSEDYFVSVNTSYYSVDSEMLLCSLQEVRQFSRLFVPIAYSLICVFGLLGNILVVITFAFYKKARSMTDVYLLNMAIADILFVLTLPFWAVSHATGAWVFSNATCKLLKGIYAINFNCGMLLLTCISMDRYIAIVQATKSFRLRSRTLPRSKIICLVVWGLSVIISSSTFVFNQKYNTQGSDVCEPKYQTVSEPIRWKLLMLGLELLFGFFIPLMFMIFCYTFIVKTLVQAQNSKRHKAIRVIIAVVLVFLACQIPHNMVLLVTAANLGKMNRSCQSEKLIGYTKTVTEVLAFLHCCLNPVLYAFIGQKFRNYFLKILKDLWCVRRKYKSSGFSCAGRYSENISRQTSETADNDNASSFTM
ATG4B inh – blocks human ATG4B protease cleavage of LC3 substrate; Q9Y4P1; ATG4B cleavage of LC3-PLA2, NBD-HPC fluorescence, 1 h; inhibition, % at 8.33 µM; 0.51% of 340,000 active; in the data active = inhibition above about 40%
Gli-Sufu antag – blocks Gli-Sufu signaling in a luciferase reporter | Sufu-KO-LIGHT fibroblasts, Gli luciferase reporter luminescence | inhibition, % at 5 µM | 0.74% of 340,000 active;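 active = inhibition above about 55%, limit read from the data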;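 also: 0% = DMSO-treated cells and 100% = wells with medium but no cells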
APJ antagonist – APJ receptor antagonism. P35414. CHO-K1 APJ beta-arrestin complementation, luminescence. inhibition, % at 20 µM. 0.32% of 330,000 active. AID 2521;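 active = inhibition above about 40% at 20 µM, limit read from the data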;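 also: cells challenged with 10 nM apelin-13 agonist together with compound; plate controls were apelin-13 plus DMSO wells for no effect and DMSO wells lacking apelin-13 for full effect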
CXCR6 block – CXCR6 (human) receptor inhibition; O00574; CHO-K1 PathHunter CXCR6 beta-arrestin, luminescence; inhibition, % at 20 µM; 0.36% of 360,000 active; in the data active = inhibition above about 34%, passing the limit was not always enough;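 also: antagonist mode with CXCL16 agonist at 10 nM final; 0% = 10 nM CXCL16 with DMSO and 100% = unstimulated wells without agonist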
EBI2 antag – EBI2 (human) antagonism; P32249; EBI2 beta-arrestin recruitment, luminescence, 7a,25-OHC stimulated; inhibition, % at 5 µM; 0.81% of 360,000 active; AID 651636; in the data active = inhibition above about 38%;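 also: enzyme fragment complementation signal reports receptor beta-arrestin coupling in cells; 0% = agonist plus DMSO wells and 100% = wells without agonist; some results beyond the cut were filed as inactive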
Target sequence (P32249 whole entry, looked up, the tested form may be a part): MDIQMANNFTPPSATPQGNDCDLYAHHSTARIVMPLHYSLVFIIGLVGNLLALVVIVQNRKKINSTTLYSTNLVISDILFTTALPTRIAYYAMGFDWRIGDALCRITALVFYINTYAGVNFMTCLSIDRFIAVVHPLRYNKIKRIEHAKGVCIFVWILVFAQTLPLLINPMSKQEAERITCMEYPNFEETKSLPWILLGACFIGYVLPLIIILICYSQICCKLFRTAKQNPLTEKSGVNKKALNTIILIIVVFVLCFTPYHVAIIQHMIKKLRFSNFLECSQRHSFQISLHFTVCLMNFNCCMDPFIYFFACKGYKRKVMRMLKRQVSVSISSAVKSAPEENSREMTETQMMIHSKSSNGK
* hit, by the source's call.

`CC(C)n1cc(/C=C2/NC(=O)N(c3cccc(Cl)c3)C2=O)c2ccccc21` gave UBC13 inh -4, APJ ag 4, CCR6 antagonist 2, ATG4B inh -5, Gli-Sufu antag 11, APJ antagonist 11, CXCR6 block -5 and EBI2 antag 11.
`O=C(O)c1cc(NS(=O)(=O)c2ccc(N3CCCCC3)c([N+](=O)[O-])c2)cc(C(=O)O)c1` gave UBC13 inh -11, APJ ag -3, CCR6 antagonist 23, ATG4B inh 11, Gli-Sufu antag 4, APJ antagonist 18, CXCR6 block 17 and EBI2 antag 1.
`Cc1ncoc1C(=O)N1CCCC(CCC(=O)NCc2ccccc2F)C1` (configuration not stated) gave UBC13 inh 1, APJ ag 1, CCR6 antagonist 20, ATG4B inh 9, Gli-Sufu antag 7, APJ antagonist 3, CXCR6 block 6 and EBI2 antag 5.
`NC(=O)[C@H]1CC2(CC(c3cccc(NC(=O)COc4ccc(Cl)cc4)c3)=NO2)CN1C(=O)CC(c1ccccc1)c1ccccc1` (some centres not stated) gave UBC13 inh -42, APJ ag -2, CCR6 antagonist 3, ATG4B inh -17, Gli-Sufu antag 8, APJ antagonist 14, CXCR6 block -1 and EBI2 antag -17.
O=C(N/C(=C/c1cccnc1)C(=O)N1CCCCCC1)c1cccc(Br)c1 was read as UBC13 inh -13, APJ ag 6, CCR6 antagonist 10, ATG4B inh 0, Gli-Sufu antag 4, APJ antagonist -20, CXCR6 block 3 and EBI2 antag 3.
`Nn1c(SCC(=O)Nc2ccc3c(c2)OCCO3)nncc1=O` gave UBC13 inh 1, APJ ag -5, CCR6 antagonist -1, ATG4B inh -1, Gli-Sufu antag -22, APJ antagonist -39, CXCR6 block -7 and EBI2 antag -14.
`CN(C(=O)c1ccccc1Cl)c1ccccc1` gave UBC13 inh 2, APJ ag -3, CCR6 antagonist -2, ATG4B inh 0, Gli-Sufu antag 1, APJ antagonist 3, CXCR6 block -1 and EBI2 antag -10.
For CC(C)N=C(NS(=O)(=O)NC(=O)c1ccccc1)c1ccccc1 the results were UBC13 inh -4, APJ ag -1, CCR6 antagonist -8, ATG4B inh 2, Gli-Sufu antag 10, APJ antagonist -10, CXCR6 block -3 and EBI2 antag -11.
`CCOc1ccc(OCC)c(NC(=O)C2CCN(c3cnccn3)CC2)c1` gave UBC13 inh 0, APJ ag 0, CCR6 antagonist -2, ATG4B inh -1, Gli-Sufu antag 13, APJ antagonist 0, CXCR6 block -10 and EBI2 antag -12.
`COc1ccc(C(=O)NCCC2=CCCCC2)cc1S(=O)(=O)N1CCOCC1` gave UBC13 inh 0, APJ ag -6, CCR6 antagonist 3, ATG4B inh -5, Gli-Sufu antag -3, APJ antagonist 13, CXCR6 block 0 and EBI2 antag -10.
`CN(C(=O)c1nn(C)c2c1CSc1ccccc1-2)c1ccccc1Cl` gave UBC13 inh -1, APJ ag -1, CCR6 antagonist 14, ATG4B inh -6, Gli-Sufu antag 2, APJ antagonist 23, CXCR6 block 0 and EBI2 antag -7.
Cc1nn(Cc2ccccc2)c2c1C(c1ccccc1)C(C#N)=C(N)O2 (configuration not stated) was read as UBC13 inh -1, APJ ag -3, CCR6 antagonist 6, ATG4B inh -4, Gli-Sufu antag -2, APJ antagonist -13, CXCR6 block 5 and EBI2 antag -6.
Screening O=C(C(c1ccccc1)c1ccccc1)N1CC[C@@]2(O)CCCC[C@H]2C1 returned UBC13 inh -13, APJ ag 2, CCR6 antagonist 16, ATG4B inh -3, Gli-Sufu antag 6, APJ antagonist -5, CXCR6 block -15 and EBI2 antag 2.
For CCN(CC(=O)Nc1ccc(C)c(F)c1)CC(=O)NC(C)(C)C the results were UBC13 inh -7, APJ ag -2, CCR6 antagonist 10, ATG4B inh -7, Gli-Sufu antag 17, APJ antagonist 11, CXCR6 block -2 and EBI2 antag -7.
Screening COCCSc1ccccc1C(=O)NCc1cccnc1 returned UBC13 inh 5, APJ ag -2, CCR6 antagonist 13, ATG4B inh 1, Gli-Sufu antag 1, APJ antagonist -4, CXCR6 block -4 and EBI2 antag 1.
Cc1ccsc1C(=O)N1CCN(C(=O)c2ccco2)CC1 was read as UBC13 inh 7, APJ ag -5, CCR6 antagonist -2, ATG4B inh -6, Gli-Sufu antag -9, APJ antagonist -5, CXCR6 block -7 and EBI2 antag -20.
For N#C/C(=N\Nc1ccc([N+](=O)[O-])cc1)C(N)=S the results were UBC13 inh -364, APJ ag -10, CCR6 antagonist 69*, ATG4B inh 6, Gli-Sufu antag 2, APJ antagonist 69*, CXCR6 block 53* and EBI2 antag 19.
For COc1ccc(S(=O)(=O)N2CCC(Cc3ccccc3)CC2)cc1C(N)=O the results were UBC13 inh -13, APJ ag 0, CCR6 antagonist 11, ATG4B inh 6, Gli-Sufu antag -2, APJ antagonist 4, CXCR6 block -4 and EBI2 antag 1.
`O=C(COC(=O)CCC(=O)c1ccc(F)cc1)Nc1ccc(N2CCOCC2)cc1` gave UBC13 inh 0, APJ ag -2, CCR6 antagonist 3, ATG4B inh -9, Gli-Sufu antag -15, APJ antagonist 0, CXCR6 block -1 and EBI2 antag -23.
CC1=C(C(=O)OC(C)C)C(c2ccccn2)n2ncnc2N1 (configuration not stated) was read as UBC13 inh -4, APJ ag -4, CCR6 antagonist 2, ATG4B inh -5, Gli-Sufu antag 5, APJ antagonist 6, CXCR6 block -3 and EBI2 antag -1.
COC(=O)c1ccc(N2CCN(c3ccccc3)CC2)c(NC(=O)C2CC2)c1 was read as UBC13 inh 2, APJ ag -2, CCR6 antagonist 2, ATG4B inh -4, Gli-Sufu antag 18, APJ antagonist 16, CXCR6 block -2 and EBI2 antag 2.
For O=C1COc2ccc(S(=O)(=O)CCC(=O)NC3CCCCC3)cc2N1 the results were UBC13 inh -8, APJ ag 2, CCR6 antagonist 9, ATG4B inh 7, Gli-Sufu antag -15, APJ antagonist -33, CXCR6 block -7 and EBI2 antag 5.
Screening CC(C)(C)C(=O)Nc1cccc2[nH]ncc12 returned UBC13 inh 4, APJ ag -1, CCR6 antagonist -4, ATG4B inh 7, Gli-Sufu antag -8, APJ antagonist -2, CXCR6 block 6 and EBI2 antag -2.
COc1ccc(-c2oc(=O)c3cc(OC)c(OC)cc3c2-c2ccc3c(c2)OCO3)cc1 was read as UBC13 inh 32, APJ ag -2, CCR6 antagonist 8, ATG4B inh -6, Gli-Sufu antag 5, APJ antagonist 10, CXCR6 block 13 and EBI2 antag 12.
Screening O=C(O)CCCNS(=O)(=O)Cc1ccccc1 returned UBC13 inh -2, APJ ag -2, CCR6 antagonist -34, ATG4B inh -3, Gli-Sufu antag -6, APJ antagonist -5, CXCR6 block 8 and EBI2 antag -1.
For CCC1CCCCN1S(=O)(=O)c1ccc(C(=O)Nc2nnc(C3=COCCO3)o2)cc1 (configuration not stated) the results were UBC13 inh -23, APJ ag -1, CCR6 antagonist 3, ATG4B inh 1, Gli-Sufu antag -9, APJ antagonist 10, CXCR6 block 6 and EBI2 antag 3.
`Clc1ncc(CN2CCN(c3ccccc3)CC2)s1` gave UBC13 inh 7, APJ ag -1, CCR6 antagonist 0, ATG4B inh -6, Gli-Sufu antag -14, APJ antagonist -3, CXCR6 block 1 and EBI2 antag -3.
`S=C(Cc1ccccc1)Nc1ccccc1` gave CCR6 antagonist 12, ATG4B inh -8, Gli-Sufu antag 2, CXCR6 block 6 and EBI2 antag 4.
Cc1cccc(C(=O)NC2CCN(CC(=O)Nc3ccccc3Cl)CC2)c1 was read as UBC13 inh 0, APJ ag 3, CCR6 antagonist 0, ATG4B inh -5, Gli-Sufu antag -19, APJ antagonist 11, CXCR6 block 7 and EBI2 antag -5.
CCn1c(SCC(=O)Nc2nnc(C)s2)nnc1C(C)NC(=O)c1ccccc1 (configuration not stated) was read as UBC13 inh -1, APJ ag 2, CCR6 antagonist 6, ATG4B inh 1, Gli-Sufu antag 8, APJ antagonist 7, CXCR6 block -2 and EBI2 antag -16.
For Cc1ccc(C)c(Cn2nc(-c3cc(C)ccc3C)ccc2=O)c1 the results were UBC13 inh 2, APJ ag -2, CCR6 antagonist 10, ATG4B inh 15, Gli-Sufu antag 8, APJ antagonist -3, CXCR6 block -3 and EBI2 antag 5.
Screening O=C(NCCCN=C1NS(=O)(=O)c2ccccc21)c1ccc(F)cc1 returned UBC13 inh 6, APJ ag -2, CCR6 antagonist -2, ATG4B inh -5, Gli-Sufu antag 8, APJ antagonist -10, CXCR6 block 4 and EBI2 antag 4.
For Cc1ccc(-c2cnc(NC(=O)CCC(=O)N3CCCCC3)n2C)cc1 the results were UBC13 inh 0, APJ ag -1, CCR6 antagonist 9, ATG4B inh 5, Gli-Sufu antag 3, APJ antagonist -7, CXCR6 block -2 and EBI2 antag -4.
`CC(NC(=O)C(=O)N/N=C/c1ccccc1)c1ccccc1` (configuration not stated) gave UBC13 inh -10, APJ ag 0, CCR6 antagonist -13, ATG4B inh -6, Gli-Sufu antag -1, APJ antagonist -11, CXCR6 block 5 and EBI2 antag 6.
COc1ccc(NC(=O)/C(=C\c2ccco2)NC(=O)c2ccco2)cc1 was read as UBC13 inh -11, APJ ag -2, CCR6 antagonist 9, ATG4B inh -9, Gli-Sufu antag 8, APJ antagonist 21, CXCR6 block -5 and EBI2 antag -7.
O=C(CSc1ccsc1[N+](=O)[O-])Nc1cc(F)ccc1F was read as CCR6 antagonist 35, ATG4B inh 18, Gli-Sufu antag -3, CXCR6 block 1 and EBI2 antag -15.
For Cc1ccc2c(c1)N(C(=O)CCC(=O)Nc1ccccc1Cl)CC(C)O2 (configuration not stated) the results were UBC13 inh 0, APJ ag -6, CCR6 antagonist -6, ATG4B inh -3, Gli-Sufu antag 7, APJ antagonist -6, CXCR6 block -2 and EBI2 antag -2.

4 entries from above, arranged by count of non-hydrogen atoms, ascending.
`S=C(Cc1ccccc1)Nc1ccccc1` gave CCR6 antagonist 12, ATG4B inh -8, Gli-Sufu antag 2, CXCR6 block 6 and EBI2 antag 4.
COC(=O)c1ccc(N2CCN(c3ccccc3)CC2)c(NC(=O)C2CC2)c1 was read as UBC13 inh 2, APJ ag -2, CCR6 antagonist 2, ATG4B inh -4, Gli-Sufu antag 18, APJ antagonist 16, CXCR6 block -2 and EBI2 antag 2.
CCn1c(SCC(=O)Nc2nnc(C)s2)nnc1C(C)NC(=O)c1ccccc1 (configuration not stated) was read as UBC13 inh -1, APJ ag 2, CCR6 antagonist 6, ATG4B inh 1, Gli-Sufu antag 8, APJ antagonist 7, CXCR6 block -2 and EBI2 antag -16.
COc1ccc(-c2oc(=O)c3cc(OC)c(OC)cc3c2-c2ccc3c(c2)OCO3)cc1 was read as UBC13 inh 32, APJ ag -2, CCR6 antagonist 8, ATG4B inh -6, Gli-Sufu antag 5, APJ antagonist 10, CXCR6 block 13 and EBI2 antag 12.

Fetched by compound from the entries so far (three):
For Cc1ccc2c(c1)N(C(=O)CCC(=O)Nc1ccccc1Cl)CC(C)O2 (configuration not stated) the results were UBC13 inh 0, APJ ag -6, CCR6 antagonist -6, ATG4B inh -3, Gli-Sufu antag 7, APJ antagonist -6, CXCR6 block -2 and EBI2 antag -2.
`CC(NC(=O)C(=O)N/N=C/c1ccccc1)c1ccccc1` (configuration not stated) gave UBC13 inh -10, APJ ag 0, CCR6 antagonist -13, ATG4B inh -6, Gli-Sufu antag -1, APJ antagonist -11, CXCR6 block 5 and EBI2 antag 6.
For O=C1COc2ccc(S(=O)(=O)CCC(=O)NC3CCCCC3)cc2N1 the results were UBC13 inh -8, APJ ag 2, CCR6 antagonist 9, ATG4B inh 7, Gli-Sufu antag -15, APJ antagonist -33, CXCR6 block -7 and EBI2 antag 5.
